A549 tox = kills or reduces viability of A549 cells in Nrf2 counter-screen. Potency, µM (doses to about 46 µM), inactives show at the highest dose activity change, negative = cytotoxicity, most hits filed as inhibitors. actives 0.16% (n = 390,000). A549 ARE-Fluc cells, CellTiter-Fluor viability, 18-24 h; also: potency is read from the fitted curve at half-maximal effect; % is scaled to controls: 0 for no effect and ±100 for the full control effect
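A549 ARE-Fluc cells in 5% FBS OPTI-MEM, 5000 cells/well, rested 2 h then exposed to compounds in concentration-response for 18-24 h at 37 °C. Viability by CellTiter-Fluor fluorescence (Ex 405/Em 525) after 30 min; luciferase luminescence (BugLite, 15 min, RT) read afterwards.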
Nrf2 block = blocks Nrf2 signaling | actives 2.1% (n = 360,000) | A549 ARE-Fluc reporter, luciferase luminescence, 18-24 h | AID 504444 | Potency, µM (doses to about 46 µM), for the others: at the highest dose activity change, negative = inhibition, actives largely listed as inhibitors; also: potency is read from the fitted curve at half-maximal effect; % is scaled to controls: 0 for no effect and ±100 for the full control effect; nearly all actives have a fitted effect of over 60% in size
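Nrf2 function is reported as luminescence of an ARE-controlled luciferase in A549 cells. Compounds were tested at several concentrations, and a CellTiter-Fluor read on the same wells flagged cytotoxicity.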
CCT chaperon mod = cytosolic chaperonin activity modulation; purified chaperonin ATPase assay, HTRF ADP detection, 30 min; activity change, % (test concentration not listed), hits read low; actives 0.3% (n = 360,000); AID 651819; in the data active = activity change below about -30%; also: % is scaled to controls: 0 for no effect and ±100 for the full control effect
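Nucleotide hydrolysis assay: TRiC at 20–40 nM final (set by batch activity) with 10 uM ATP, 30 min at 37 °C, in presence of 76 uM compound. Detection by competitive ADP HTRF, 30 min ambient.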
TGFb inhibitor = inhibitors of TGF-b signaling. HepG2 CAGA-GFP TGF-b/SMAD3 reporter, GFP fluorescence, 18 h; TGF-beta stimulated, 500 pg/mL final. Potency, µM (titrated, usually from 46.1 µM), for inactives: at the highest dose activity, negative = inhibition, hits mostly inhibitors. actives 1.2% (n = 410,000). AID 588855; also: potency is read from the fitted curve at half-maximal effect; % is scaled to controls: 0 for no effect and ±100 for the full control effect; nearly all actives have a fitted effect of over 65% in size
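Inhibition of TGF-beta-driven CAGA-GFP reporter expression in HEPG2 cells is measured by cellular GFP fluorescence after 18 h stimulation with 500 pg/mL recombinant TGF-beta in 1% FBS medium at 37 degrees C.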
HepG2 tox = kills HepG2 cells in TGF-b inhibitor counter-screen | actives 0.76% (n = 410,000) | HepG2 CAGA-GFP viability, ATP luminescence, 18 h | Potency, µM (highest dose often 46.1 µM), for inactives: at the highest dose activity change, negative = cytotoxicity, usual class: cytotoxic; also: potency is read from the fitted curve at half-maximal effect; some results filed as inactive show a strong effect at the top dose
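HepG2 CAGA-GFP cells (1000/well, DMEM with 1% FBS) received compound, then TGF-beta at 500 pg/mL final, and were incubated 18 hours at 37 degrees C. Viability was read by CellTiter-Glo luminescence. Media-only wells were set as complete cell-killing and DMSO as no toxicity.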
pAkt inh = blocks phosphorylation of Akt | AID 651550 | Neuro2A IGF-stimulated pAkt S473 HTRF, 20 min; stronger effect = lower value | actives 0.32% (n = 360,000) | activity change, % for hits at 50 µM; in the data active = activity change below about -80%; inconclusive = mostly about -51% to -80%; also: % is scaled to controls: 0 for no effect and ±100 for the full control effect
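Single-point screen (50 µM final compound) in Neuro2A cells stimulated 20 min with 6 nM IGF at 37 deg C. After lysis, Ser473-phosphorylated Akt read by HTRF (ex 330 nm, em 615/665 nm) as the 665/615 ratio.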
ATXN viability = reduces viability in counter-screen for ATXN expression inhibitors. S2 cells (HEK-293 line with an ATXN2-luciferase reporter) viability, CellTiter-Fluor protease fluorescence, 24 h. actives 0.49% (n = 400,000). Potency, µM (doses to about 56.7 µM), usual class: cytotoxic; also: potency is read from the fitted curve at half-maximal effect; nearly all actives have a fitted effect of over 40% in size
Mm-Cpn inhibitor = blocks the Methanococcus maripaludis chaperonin Mm-Cpn; purified Mm-Cpn ATPase, ADP Transcreener TR-FRET; Potency, µM (doses to about 76.9 µM), inactives show at the top dose activity, negative = inhibition, hits mostly inhibitors; actives 0.031% (n = 330,000); AID 504842; also: potency is read from the fitted curve at half-maximal effect; % is scaled to controls: 0 for no effect and ±100 for the full control effect; nearly all actives have a fitted effect of over 80% in size
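25 nM Mm-CPN + cpd, 10 min 37°C; + 10 uM ATP, 30 min 37°C; buffer 30 mM Tris pH 7.4, 100 mM KCl, 5 mM MgCl2, 1 mM DTT; Transcreener ADP HTRF detection 30 min RT.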
Nrf2 activator = Nrf2 pathway activation; AREc32 ARE-luciferase reporter (MCF7-derived line), luminescence, 24 h; Potency, µM (series often up to 46.1 µM), inactives show at the highest dose activation, most hits filed as activators; actives 0.31% (n = 410,000); AID 624171; also: potency is read from the fitted curve at half-maximal effect; % of control where 0% means no effect; nearly all actives have a fitted effect of over 65% in size
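Quantitative high-throughput format: AREc32 reporter cells, 1000 per well, received compound by pin transfer and were incubated 24 hr at 37 deg C, 5% CO2, before Steady-Glo luminescence detection.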
The depositor's hits bear a star; i = inactive; ? = inconclusive; . = no result given; & = joins results of further samples; [ ] = dose if it differs, or a comment. Unless noted, calls follow the shape of the dose curve; as a rule, active = well fitted curve in the direction sought with a large enough effect; inconclusive = small, poorly fitted or top-dose-only effect, or another doubt; inactive = no such curve, though single readings can be large; an effect the other way counts as inactive or inconclusive.

| SMILES | A549 tox | Nrf2 block | CCT chaperon mod | TGFb inhibitor | HepG2 tox | pAkt inh | ATXN viability | Mm-Cpn inhibitor | Nrf2 activator |
| --- | --- | --- | --- | --- | --- | --- | --- | --- | --- |
| COc1cc(CCC(=O)OCC(=O)Nc2cccc(S(N)(=O)=O)c2)cc(OC)c1OC | 0% | 15% | -3.7 | -7% | -5% | i | i | 2% | 0.4% |
| Fc1ccc(-n2nnc(-c3ccccc3Br)n2)cc1 | 1% | -17% | 1.4 | -3% | 1% | i | i | 2% | -0.4%[9.22 µM] |
| COC(=O)C1=C(C)OC(N)=C(C#N)C1c1ccccc1F (configuration not stated) | 2% | 11% | -4.9 | -3% | -1% | i | i | -3% | 10% |
| CC(=O)c1sc(N/N=C\c2ccc(N(C)C)cc2)nc1C | -12% | 20% | -2.4 | 0% | 0% | i | i | -4% | 7.0% |
| COc1ccc(N2C(=O)CCC(C(=O)NCCCN3CCC(C)CC3)C2c2ccc(OC)c(OC)c2)cc1 (configuration not stated) | 1% | 5% | -1.8 | 0% | 1% | i | i | -1% | 1.9% |
| COc1ccc(Cn2c(=O)c3oc4ccccc4c3n(Cc3cccc(C(F)(F)F)c3)c2=O)cc1 | ? | -4% | . | 3% | 4% | . | . | . | -0.3% |
| O=C(CN1CCC(n2nnc3cc(F)ccc32)CC1)NNC(=O)c1ccccc1 | ? | 3% | 0.0 | -2% | 4% | i | i | -3% | 0.5% |
| CCOC(=O)C1=C(COC(=O)/C=C/c2cccc(OC)c2)NC(=O)NC1C (configuration not stated) | -1% | 0% | 0.9 | 1% | 0% | i | i | -3% | 17% |
| CC1Oc2ccccc2C=C1/C=N\NC(=O)c1cccnc1 (configuration not stated) | 9% | 23% | -2.0 | 2% | 3% | i | i | 3% | -0.3% |
| Cn1c(=O)oc2cc(S(=O)(=O)N3CCN(Cc4ccc5c(c4)OCO5)CC3)ccc21 | -5% | -3% | -3.8 | -26% | -19% | . | . | -24% | -0.8% |

Complete entries as entered above. Order of values: A549 tox | Nrf2 block | CCT chaperon mod | TGFb inhibitor | HepG2 tox | pAkt inh | ATXN viability | Mm-Cpn inhibitor | Nrf2 activator
COC(=O)C1=C(C)OC(N)=C(C#N)C1c1ccccc1F (configuration not stated) is listed as 2% | 11% | -4.9 | -3% | -1% | i | i | -3% | 10%
Cn1c(=O)oc2cc(S(=O)(=O)N3CCN(Cc4ccc5c(c4)OCO5)CC3)ccc21 is listed as -5% | -3% | -3.8 | -26% | -19% | . | . | -24% | -0.8%
COc1ccc(Cn2c(=O)c3oc4ccccc4c3n(Cc3cccc(C(F)(F)F)c3)c2=O)cc1 is listed as ? | -4% | . | 3% | 4% | . | . | . | -0.3%

Following part:
| SMILES | A549 tox | Nrf2 block | CCT chaperon mod | TGFb inhibitor | HepG2 tox | pAkt inh | ATXN viability | Mm-Cpn inhibitor | Nrf2 activator |
| --- | --- | --- | --- | --- | --- | --- | --- | --- | --- |
| Cc1cccnc1NC(=O)CN1C(=O)COc2ccc(Cl)cc21 | 1% | 6% | -0.2 | -4% | -1% | i | i | -4% | 3.6% |
| Cc1nn(Cc2ccccc2Cl)c(Cl)c1/C=C/C(=O)OCC(=O)NC1CCS(=O)(=O)C1 (configuration not stated) | -5% | -5% | -0.1 | -26% | 11% | i | . | -1% | 0.4% |
| Cc1ccc(S(=O)(=O)Nc2c(C)nn(C)c2C)cc1C | -2% | ? | -6.4 | -7% | 0% | i | i | 0% | -0.3% |
| O=C1N/C(=N\S(=O)(=O)Cc2ccccc2)S/C1=C/c1cccc([N+](=O)[O-])c1 | -5% | 7% | -0.7 | -4% | 3% | i | i | 1% | 0.1% |
| Cc1cccc(C(=O)Nc2ccccc2-c2nc(-c3ccccc3)no2)c1 | 0% | 6% | . | 30% | 19% | . | . | . | 0.6% |
| COc1cccc(OC)c1OCCCCc1c(C)n[nH]c1C | 7% | -10% | -3.6 | -13% | -21% | i | i | -2% | -0.1% |
| Cc1onc(-c2c(Cl)cccc2Cl)c1/C(N)=N/OC(=O)C1CC1 | 1% | 15% | 1.6 | 3% | -13% | i | i | -1% | -0.4% |
| CN(C)S(=O)(=O)N1C(=O)c2ccccc2C1=O | -5% | -16% | 2.6 | 22% | -1% | i | i | 0% | -0.5% |
| Cc1sc(NC(=O)Cn2[nH]c(=O)c3ccccc3c2=O)nc1-c1ccccc1 | -16% | 16µM* | -1.4 | ? | -99% | i | i | -6% | 0.4%[9.22 µM] |
| COc1nc2ccccc2nc1CCC(=O)O | -6% | 24% | -0.5 | 8% | 0% | i | i | 1% | -0.5% |
| N#Cc1nc(-c2ccco2)oc1N1CCN(c2ccccc2)CC1 | -3% | ? | -2.2 | 9% | 1% | i | ? | -3% | 0.5% |
| CC1(C)CC(=O)C=C(c2ccc(Oc3ccccc3)cc2)C1=O | . | . | -3.4 | -11% | -32% | i | ? | . | -0.1% |
| NC(=NCc1ccco1)NC(=O)c1ccccc1 | 1% | 10% | 1.6 | -10% | -27% | . | i | -3% | 6.9% |
| CN(C)c1ccc(/C=N/n2c(C3CCCCC3)n[nH]c2=S)cc1 | 1% | ? | -0.8 | -21% | -20% | i | i | 1% | -0.2% |
| O=C(O/N=C1\CCS(=O)(=O)c2sccc21)c1ccccc1 | 9% | 7% | 1.0 | 4% | 11% | i | . | 0% | 0.3% |
| COc1ccc(/C=C/C(=O)OCC(=O)Nc2ccc(OC)c(S(=O)(=O)N3CCCCC3)c2)cc1 | 1% | 9% | -4.6 | -1% | 1% | i | i | -3% | -0.3% |
| COC(=O)CCC(=O)Nc1sc2c(c1C#N)CCCC2 | -4% | -16% | -2.5 | -7% | 0% | i | i | -4% | 5.4% |
| CC(C)(C)C1CCc2onc(C(=O)Nc3cccnc3)c2C1 (configuration not stated) | 3% | . | -0.9 | -1% | -22% | i | i | 0% | 0.0% |
| C[C@H]1CN([C@@H](C)CO)C(=O)Cc2cc(NC(=O)CCC(F)(F)F)ccc2O[C@H]1CN(C)S(=O)(=O)c1ccc(F)cc1 | -3% | -6% | -1.1 | -4% | -2% | i | ? | 2% | 0.0% |
| Cc1cccc(C(=O)Nc2onc(C)c2C#N)c1 | 16% | 10% | 0.8 | -12% | -25% | i | i | 1% | 0.2% |
| Cn1c(=O)n(C)c2cc(NC(=O)C(F)(F)F)ccc21 | 10% | . | 0.2 | 8% | -1% | i | i | -14% | 3.9% |
| Cc1ccc(S(=O)(=O)N(CC(=O)N/N=C/c2cccc(Cl)c2)c2cccc3cccnc23)cc1 | -17% | ? | 0.5 | ? | 11% | i | i | . | -0.1% |
| CC1CCN(S(=O)(=O)c2cc(C(=O)N3CCN(c4ccccc4F)CC3)n(C)c2)CC1 | 7% | . | . | ? | 3% | . | i | . | 0.8% |
| COc1ccc(Cn2c(CCC(=O)NCCC(C)C)nc3ncccc3c2=O)cc1 | -2% | -16% | 0.7 | 0% | 2% | i | i | 2% | -0.6% |
| CN(C)c1ccc(-c2nn3c(-c4ccc(Cl)cc4)nnc3s2)cc1 | 15% | -2% | -1.1 | -3% | -5% | i | i | -5% | 2.7% |
| O=C(C1CC(=O)N(C2CCCCC2)C1)N1CCN(c2ccccc2)CC1 (configuration not stated) | 5% | -14% | -1.9 | 0% | -28% | i | i | -2% | 0.1% |
| Cc1cc(C)c(C#N)c(N2CCN(c3ccc(F)cc3)CC2)n1 | 5% | -17% | 0.0 | 1% | -6% | i | i | 0% | -0.3%[9.22 µM] |
| Cc1ccc(NC(=O)CN(C)C(=O)c2ccccc2Sc2ccccc2C#N)cc1 | -8% | -15% | -20 | -2% | -15% | i | i | -3% | -0.1% |
| CCCCNc1ccc(C(CC(N)=O)NC(=O)Cc2ccc(Br)cc2)cc1[N+](=O)[O-] (configuration not stated) | -12% | -25% | -1.1 | 9% | -10% | i | i | 2% | -0.7% |
| COc1ccc([C@H]2C=C(C(=O)O)O[C@@H](OCCCCO)C2)cc1 | -3% | 9% | -1.2 | -6% | -13% | i | i | -2% | 3.5% |
| O=C(CSc1nc2ccncc2[nH]1)Nc1ccccc1C(F)(F)F | -2% | ? | -1.4 | 0%&-2% | 11%&-8% | . | i | 1% | -0.4%&-0.2% |
| CN(C)c1ncc(S(=O)(=O)c2ccc(Cl)cc2)c(-c2ccccc2)n1 | -4% | ? | -2.9 | ? | -1% | i | i | -1% | 0.2% |
| COc1ccc(Cl)c2sc(N3CCN(C(=O)c4ccco4)CC3)nc12 | -14% | ? | 0.6 | -6% | -29% | i | i | -1% | -0.1% |
| COc1cccc(NC(=S)N2CCC(Cc3ccccc3)CC2)c1 | -1% | 18µM* | -0.1 | ? | -6% | i | i | 0% | 0.1% |
| COc1ccc(-c2cc(NC=O)c3ncc(-c4cccc(C(=O)N(C)C)c4)n3c2)c(OC)c1 | . | . | -2.7 | 4% | -15% | . | i | . | 5.8% |
| OCC(O)C1OC(Oc2ccccc2)C(O)C(O)C1O (configuration not stated) | 0% | -6% | 0.9 | -1% | -5% | i | i | . | -0.5% |
| Cc1ccc(-c2ccc(=O)n(CC(=O)NCc3ccc(F)cc3)n2)cc1 | 2%&20% | -2% | -1.0 | ? | -1%&-20% | i | i | 3% | 0.5%&-0.6% |
| COc1cc(/C=C(/C#N)c2ccccc2F)ccc1OCc1ccccc1 | 1% | -3% | -0.5 | 4% | -14% | i | i | ? | 0.1% |

An unsorted share of the library (roughly 4.4% active in at least one column).
